Assay outcomes deposited in PubChem BioAssay by National Center for Advancing Translational Sciences (NCATS).
USP1 inh: USP1/UAF1 (human) deubiquitinase inhibition; AID 743255; Potency, µM (highest dose often 57.1 µM), for inactives: at the highest dose activity change, negative = inhibition, hits mostly inhibitors; O94782; recombinant USP1/UAF1, Ub-Rhodamine cleavage fluorescence; hit rate 0.23% among 390,000; note: potency is the fitted concentration of half-maximal effect; % is set by controls: 0 for no effect and ±100 for the full control effect; nearly all actives have a fitted effect of over 60% in size; inactives centre near -12
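Step one: compound is pinned into 1nM USP1/UAF1 in HEPES pH 7.8 buffer with TCEP. Step two: 15 min room-temperature incubation. Step three: Ub-Rho (150nM final) starts cleavage, tracked by fluorescence over six one-minute reads.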
D2 antag: antagonizes the human D2 dopamine receptor | P14416 | HEK293 TREx D2 cells, calcium flux, dopamine EC80 | inhibition, % at 10 µM | hit rate 2% among 340,000 | AID 485344; in the data active = inhibition above about 30%; note: 0% is about no effect
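Tetracycline-induced HEK293 TREx cells expressing D2 receptor forced-coupled to calcium signalling, loaded with no-wash calcium dye. Compounds added and calcium flux read 180 s, then dopamine added at EC80 and read a further 180 s.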
TRHR enhancer: allosterically enhances the human TRH receptor | P34981 | TRHR cells, fluo-8 calcium fluorescence, EC20 TRH enhancement | enhancement, % at 2 µM | hit rate 0.66% among 360,000 | AID 493056; in the data active = enhancement above about 30%; note: 0% is about no effect
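TRHR-expressing cells loaded with fluo-8 calcium dye were read kinetically (ex 480/em 530) during compound addition, then stimulated with an EC20 of TRH (10 nM final). Enhancement of the Gq-mediated intracellular calcium response was scored.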
D2 agonist: activates the human D2 dopamine receptor; P14416; HEK293 T-REx D2 cells, calcium flux agonist mode; activation, % at 2 µM; hit rate 0.53% among 340,000;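 active = activation over 3 SD above normal in the single-dose calcium agonist read, cut at about 30% in these data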; note: 0% is about no effect
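Tetracycline-induced HEK293 Trex cells with D2 receptor force-coupled to calcium signaling, plated overnight at 30 C and loaded with no-wash calcium dye. Calcium flux read kinetically for 180 s after compound addition; responses flag agonists.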
IDH1 R132H inh: blocks human mutant IDH1 R132H enzyme; O75874; IDH1-R132H enzyme, NADPH consumption, diaphorase/resazurin fluorescence; Potency, µM (series often up to 76.6 µM), without a hit: at the top dose activity change, negative = inhibition, most hits filed as inhibitors; hit rate 0.093% among 390,000; note: potency is the fitted concentration of half-maximal effect; % is set by controls: 0 for no effect and ±100 for the full control effect; nearly all actives have a fitted effect of over 65% in size
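IDH1-R132H (0.5 ug/mL dispensed) in pH 7.5 Tris buffer was preincubated 30 min with compound, then given a substrate mix of 0.016 mM NADPH and 2 mM alpha-KG for 80 min at room temperature; remaining NADPH was read by diaphorase/resazurin fluorescence.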
TRHR agonist: activates the human TRH receptor. TRHR cells, calcium flux fluo-8, FDSS agonist mode. hit rate 0.18% among 360,000. P34981. activation, % at 2 µM; in the data active = activation above about 30%; note: 0% is about no effect
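Read-out: compound-evoked intracellular calcium rise in TRHR cells, fluo-8 dye, kinetic FDSS fluorescence at 1 s/cycle following a 10-cycle baseline. Cells cultured overnight before dye loading (30 min–1.5 h, RT).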
TrxR1 inh: inhibitors of rat thioredoxin reductase 1. O89049. recombinant rTrxR1, NADPH fluorescence consumption, selenite substrate. Potency, µM (top dose mostly 114 µM), inactives show at the highest dose activity change, negative = inhibition, usual class: inhibitors. hit rate 1% among 390,000; note: potency is the fitted concentration of half-maximal effect; % is set by controls: 0 for no effect and ±100 for the full control effect; nearly all actives have a fitted effect of over 65% in size
Target sequence (O89049 whole entry, looked up): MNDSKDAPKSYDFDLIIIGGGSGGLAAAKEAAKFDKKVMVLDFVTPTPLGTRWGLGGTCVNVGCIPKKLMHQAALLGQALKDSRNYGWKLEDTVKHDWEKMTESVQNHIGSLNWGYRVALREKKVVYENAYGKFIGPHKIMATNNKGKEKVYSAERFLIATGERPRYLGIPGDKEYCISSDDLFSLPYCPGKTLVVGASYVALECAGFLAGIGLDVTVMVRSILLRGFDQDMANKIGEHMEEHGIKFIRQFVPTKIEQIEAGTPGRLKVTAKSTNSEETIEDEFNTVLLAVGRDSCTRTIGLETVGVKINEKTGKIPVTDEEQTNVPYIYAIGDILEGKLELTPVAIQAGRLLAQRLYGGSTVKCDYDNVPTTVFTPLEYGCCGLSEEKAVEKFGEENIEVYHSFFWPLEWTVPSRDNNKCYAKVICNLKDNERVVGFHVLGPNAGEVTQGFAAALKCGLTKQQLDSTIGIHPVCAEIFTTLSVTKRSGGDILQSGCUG
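Rat TrxR1 (90 nM in the dispensed reagent) was pre-reduced with 400 uM NADPH for 5 min at room temperature, then incubated with compound for 15 min. After 400 uM selenite was added, NADPH fluorescence (Ex 340/Em 450 nm) was followed for 8 min.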
TrxR1 substrate: substrates of rat thioredoxin reductase 1; O89049; purified TrxR1 substrate turnover, NADPH consumption readout; Potency, µM (doses to about 114 µM), for inactives: at the highest dose activity change, negative = substrate turnover; hit rate 0.01% among 390,000; AID 588456; note: potency is the fitted concentration of half-maximal effect; % is set by controls: 0 for no effect and ±100 for the full control effect; nearly all actives have a fitted effect of over 50% in size
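Rat TrxR1, dispensed at 90 nM, was prereduced with 400 uM NADPH (final) for 5 min at ~22 deg C, then incubated with compound 15 min before 400 uM selenite. A first-read NADPH fluorescence drop versus no-compound background flagged substrates.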
Pin1 inhibitor: inhibitors of human Pin1; AID 504891; Q13526; Potency, µM (titrated, usually from 115 µM), without a hit: at the highest dose activity, negative = inhibition, actives largely listed as inhibitors; Pin1 FP peptide displacement, HiFluor488, 10 min; hit rate 0.009% among 390,000; active = well fitted inhibition curve with a large enough effect in the polarisation, with a control signal flat, not every such curve was filed as active; inconclusive = small, poorly fitted or top-dose-only effect, or effect the other way, or a change in a side signal; inactive = no such curve, though single readings can be large or run the other way; the % refers to the polarisation; note: potency is the fitted concentration of half-maximal effect; % is set by controls: 0 for no effect and ±100 for the full control effect
Target sequence (Q13526 whole entry, looked up): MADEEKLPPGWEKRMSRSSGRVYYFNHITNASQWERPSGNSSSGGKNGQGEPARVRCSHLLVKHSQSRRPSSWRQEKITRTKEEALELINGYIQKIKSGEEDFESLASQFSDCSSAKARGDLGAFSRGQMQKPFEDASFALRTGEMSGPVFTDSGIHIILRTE
* = called active by the depositor; ? = inconclusive; nt = not tested or not shown; [ ] = another dose, or the depositor's remark. Unless noted, calls come from the whole dose curve; as a rule, active = well fitted inhibition curve with a large enough effect; inconclusive = small, poorly fitted or top-dose-only effect; inactive = no such curve, though single readings can be large or run the other way. An excerpt; the hit share may differ from the screen's.

SMILES | USP1 inh | D2 antag | TRHR enhancer | D2 agonist | IDH1 R132H inh | TRHR agonist | TrxR1 inh | TrxR1 substrate | Pin1 inhibitor
Cc1ccc(N(CC(=O)NCc2ccccc2)C(=O)CCC(=O)Nc2ccccn2)cc1 | -1% | 2 | -4 | 0.2 | 6% | 0.7 | 5% | -2% | 0%
CCOc1cc(/C=N/Nc2nc3ccccc3[nH]2)cc(Br)c1OCC(=O)N(C)C | -16% | -3 | -15 | 2.9 | -6% | 0.1 | 7%[57.1 µM] | -8% | 1%
C/C(=N\NC(=O)c1cccc2ccccc12)c1cccs1 | -20% | -16 | 4 | -1.2 | 6% | -1.0 | 28% | 3% | 4%
Cc1ccc(C)c(S(=O)(=O)NCC(c2ccc(N(C)C)cc2)N2CCOCC2)c1 (centres undefined) | -4% | nt | 0 | 1.2 | 3% | -0.5 | 12%[57.1 µM] | 2%[57.1 µM] | 0%
Cc1cccc2c(CCNC(=O)c3ccc([N+](=O)[O-])cc3)c[nH]c12 | -18% | 17 | -1 | -1.4 | 4% | -0.8 | 1% | -9% | 9%
CCNc1ccc(-c2nc(-c3ccncc3)no2)cc1[N+](=O)[O-] | -6% | nt | -1 | -1.7 | 15% | -0.9 | 11% | -4% | -1%
CCOc1cc2c(cc1OC)C(c1cccc([N+](=O)[O-])c1)NCC2 (centres undefined) | -7% | -1 | 15 | -0.3 | 12% | -0.4 | 2% | -3% | -2%
Cc1ccc2c(c1)c1ncnc(N3CCN(c4ccccc4)CC3)c1n2C | ? | -3 | -2 | 0.3 | 0% | -0.9 | 56%[activator][57.1 µM] | 58%[activator][57.1 µM] | 14%
CC(O)C(NC(=O)OCc1ccccc1)C(=O)OCc1ccccc1 (centres undefined) | 3% | 16 | -7 | 0.2 | 2% | -0.6 | -1% | -6% | -11%
COc1ccc(CCN2C(=O)N(c3ccc(F)cc3)C(=O)C2CC(=O)Nc2ccc(F)c(F)c2)cc1 (centres undefined) | -27% | nt | 0 | 0.1 | -19% | 0.3 | 18% | -8% | -2%
CCN(CCCNC(=O)c1cc2cc3ccc(OC)cc3nc2s1)c1cccc(C)c1 | ? | nt | -4 | -0.4 | -14% | 0.1 | 4% | -1% | 26%
COc1ccc(NC(=O)c2ccc3c(SCC(=O)O)c4c(nc3c2)CCCC4)cc1OC | -14% | nt | -3 | -1.1 | 15% | 0.0 | 4% | -3% | -20%

Entries of single compounds, looked up by structure. Screens in order: USP1 inh	D2 antag	TRHR enhancer	D2 agonist	IDH1 R132H inh	TRHR agonist	TrxR1 inh	TrxR1 substrate	Pin1 inhibitor
Cc1cccc2c(CCNC(=O)c3ccc([N+](=O)[O-])cc3)c[nH]c12 reads -18%	17	-1	-1.4	4%	-0.8	1%	-9%	9%
CC(O)C(NC(=O)OCc1ccccc1)C(=O)OCc1ccccc1 (centres undefined) reads 3%	16	-7	0.2	2%	-0.6	-1%	-6%	-11%

Look-ups from the list.
TrxR1 inh with Cc1ccc(C)c(S(=O)(=O)NCC(c2ccc(N(C)C)cc2)N2CCOCC2)c1 (centres undefined) stands at 12%[57.1 µM]
TrxR1 inh with COc1ccc(NC(=O)c2ccc3c(SCC(=O)O)c4c(nc3c2)CCCC4)cc1OC stands at 4%
Pin1 inhibitor with COc1ccc(CCN2C(=O)N(c3ccc(F)cc3)C(=O)C2CC(=O)Nc2ccc(F)c(F)c2)cc1 (centres undefined) stands at -2%
TRHR agonist with Cc1ccc(N(CC(=O)NCc2ccccc2)C(=O)CCC(=O)Nc2ccccn2)cc1 stands at 0.7

(further entries)
SMILES | USP1 inh | D2 antag | TRHR enhancer | D2 agonist | IDH1 R132H inh | TRHR agonist | TrxR1 inh | TrxR1 substrate | Pin1 inhibitor
O=C(NCCc1ccc(Cl)cc1)C1CCCO1 (centres undefined) | 2% | -4 | 2 | 1.3 | 8% | 0.4 | 7%[57.1 µM] | 9%[57.1 µM] | -12%
O=C(c1ccccn1)N(Cc1ccco1)C1(C(=O)NC2CCCCC2)CCCCC1 | -5% | -8 | -15 | 0.1 | -9% | 0.5 | -8% | -4% | 2%
CN(CC(=O)Nc1ccc(OC(F)(F)F)cc1)C(=O)C1CCC1 | -7% | -4 | 0 | -2.1 | 2% | 0.4 | 8% | -3% | 1%
O=C(Nc1ccon1)C1CCN(S(=O)(=O)c2cccs2)CC1 | 1% | -7 | -9 | -0.8 | 2% | 0.4 | 13%[57.1 µM] | 5%[57.1 µM] | -2%
CC(=O)c1ccc(NS(=O)(=O)c2ccc(-n3cccn3)cc2)cc1 | -4% | nt | 0 | -0.6 | -10% | -0.7 | -1% | -15% | -2%
Cc1ccc(CNC(=O)Nc2ccccc2)c(C)c1 | -4% | 9 | 9 | 0.8 | -1% | 1.1 | 6% | 2%[0.457 µM] | -2%
COc1ccc(C2C=C(c3ccccc3)Nc3nnnn32)cc1 (centres undefined) | -9% | nt | 3 | nt | 1% | 0.4 | 20% | 24% | -15%
CCc1nn(C(CC)C(=O)NCc2cccs2)c(=O)c2cc3occc3n12 (centres undefined) | -21% | 4 | 16 | 0.3 | 10% | -0.5 | 32% | 3% | 1%

Some entries already given, showing only TrxR1 inh, USP1 inh and TRHR agonist:
SMILES	TrxR1 inh	USP1 inh	TRHR agonist
O=C(c1ccccn1)N(Cc1ccco1)C1(C(=O)NC2CCCCC2)CCCCC1	-8%	-5%	0.5
CN(CC(=O)Nc1ccc(OC(F)(F)F)cc1)C(=O)C1CCC1	8%	-7%	0.4
O=C(Nc1ccon1)C1CCN(S(=O)(=O)c2cccs2)CC1	13%[57.1 µM]	1%	0.4
CC(=O)c1ccc(NS(=O)(=O)c2ccc(-n3cccn3)cc2)cc1	-1%	-4%	-0.7
Cc1ccc(CNC(=O)Nc2ccccc2)c(C)c1	6%	-4%	1.1
